PRMT1 FP inh – inhibitors of human PRMT1. Q99873. AID 652257. 370,000 tested, 1.3% active. recombinant PRMT1, activity-based probe fluorescence polarization. inhibition, % at 2.79 µM;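 active = inhibition above about 21% made by adding two undisclosed values, limit read from the data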
rCAG RNA binder – r(CAG) repeat RNA binding. TO-PRO-1 dye displacement fluorescence. 370,000 tested, 1.3% active. inhibition, % at 3 µM;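 active = inhibition above the plate cutoff, the mean of all test compounds on that plate plus 3 SD, cut at about 35% in these data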;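 note: 0% = DMSO alone and 100% = 100 µM mitoxantrone as full dye displacement; higher means more dye released from RNA so lower well fluorescence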
NR1D1 modulator – modulates human Rev-erb alpha binding to DNA | activity, % at 10 µM | 370,000 tested, 0.79% active | P20393 | Rev-erbα–FITC-DNA binding, fluorescence polarization, 90 min;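 active = activity above about 14%, limit read from the data; passing the limit was not always enough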;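 note: 0% = DMSO wells with 35 nM protein and 100% = DMSO wells with 750 nM protein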
LEDGF integ inh – blocks HIV-1 LEDGF/p75-dependent DNA integration; TR-FRET IN-LEDGF/p75 DNA integration, Eu/Cy5; inhibition, % at 3.7 µM; 370,000 tested, 0.64% active;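 active = inhibition above the screen-wide mean plus 3 SD, cut at about 13% in these data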;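 note: signal is the Cy5 over europium emission ratio at 671 and 618 nm; 0% = plate median of compound wells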
TCR CD3 inh – inhibitors of human TCR-CD3 interaction. TAMRA-labeled TCR probe fluorescence, biochemical. inhibition, % at 9.4 µM. 360,000 tested, 0.37% active; in the data active = inhibition above about 19%;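 note: recombinant mutant TCR 2C K166C tagged with TAMRA read by polarization; 0% = receptor in buffer alone and 100% = receptor with positive control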
PG9 binder – PG9 antibody binding by small molecule; TR-FRET gp120-PG9 antibody binding; inhibition, % at 6.7 µM; 360,000 tested, 0.43% active; in the data active = inhibition above about 8.5%
TDP2 absorb – blocks human TDP2 phosphodiesterase activity. O95551. recombinant TDP2, T5PNP hydrolysis, p-nitrophenol absorbance 415 nm. inhibition, % at 12.8 µM. 370,000 tested, 0.34% active. AID 720702;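 active = inhibition above the mean of all tested compounds plus 3 SD, set per campaign, cut at about 25% in these data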;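 note: 0% = DMSO with enzyme and 100% = buffer with substrate but no TDP2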
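Evaluation: % inhibition relative to enzyme-containing and enzyme-free wells. Material: recombinant human TDP2. Benchmarks: enzyme-free and DMSO wells. Timing: enzyme reaction with compound for 2 h at 37 °C. Compound dosing: 12.8 µM only. Measured by: p-Nitrophenol epi absorbance. Reagent: T5PNP substrate at 5 mM, a TopII-DNA adduct mimic. Replication: single well per compound.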
ABHD4 inh – ABHD4 (mouse) inhibition, primary FP screen; Q8VD66; purified mABHD4, FP-Rh probe fluorescence polarization; inhibition, % at 8.92 µM; 370,000 tested, 0.54% active;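 active = inhibition exceeding the mean over every tested compound plus 3 SD, cut at about 30% in these data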;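 note: 0% = plate median of compound wells and 100% = S159A mutant with DMSO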
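Material: mouse ABHD4 enzyme, wild type; Benchmarks: S159A mutant high control, sample median low control; Buffer or medium: HEPES pH 7.0, NaCl, Pluronic buffer; Signal: fluorescence polarization; Read-out: percent inhibition of probe binding, normalized to plate controls; Timing: pre-incubation 45 min, probe exposure 60 min, at 25 °C; Dosing: 8.92 µM, single dose.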
SIAE primary – inhibitors of human sialic acid acetylesterase SIAE | Q9HAT2 | SIAE FP-Rh probe binding, fluorescence polarization | inhibition, % at 9.66 µM | 370,000 tested, 0.69% active | AID 1053197;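 active = inhibition above a cutoff: mean of compounds within the control limits plus 3 SD of those, cut at about 17% in these data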;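 note: 0% = plate median of compound wells and 100% = probe without SIAE protein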
HTRA1 inh – inhibitors of human serine peptidase HTRA1; AID 504803; Q92743; recombinant HTRA1, FP-rhodamine activity-based probe, fluorescence polarization; 340,000 tested, 0.5% active; inhibition, % at 5.96 µM; in the data active = inhibition above about 36%;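 note: 0% = enzyme with DMSO and 100% = wells lacking enzyme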
Target sequence (Q92743 whole entry, looked up): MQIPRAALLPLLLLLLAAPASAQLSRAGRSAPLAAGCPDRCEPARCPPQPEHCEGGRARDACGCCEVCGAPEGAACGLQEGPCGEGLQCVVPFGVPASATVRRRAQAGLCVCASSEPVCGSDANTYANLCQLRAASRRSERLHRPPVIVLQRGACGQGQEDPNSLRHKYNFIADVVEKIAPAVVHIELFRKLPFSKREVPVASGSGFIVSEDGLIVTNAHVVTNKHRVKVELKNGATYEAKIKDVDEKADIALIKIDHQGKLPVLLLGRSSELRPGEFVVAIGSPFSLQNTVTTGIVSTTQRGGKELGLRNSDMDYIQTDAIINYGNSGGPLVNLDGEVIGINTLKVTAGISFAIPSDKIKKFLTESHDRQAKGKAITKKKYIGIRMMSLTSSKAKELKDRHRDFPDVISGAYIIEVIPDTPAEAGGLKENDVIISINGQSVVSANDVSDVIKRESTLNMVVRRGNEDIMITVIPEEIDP
Starred values were filed as active, the others as inactive; . = not tested or not shown.

SMILES	PRMT1 FP inh	rCAG RNA binder	NR1D1 modulator	LEDGF integ inh	TCR CD3 inh	PG9 binder	TDP2 absorb	ABHD4 inh	SIAE primary	HTRA1 inh
O=C(O)C1CCN(C(=O)COc2ccc(Br)cc2)CC1	-3	1	3	-1	5	0.8	12	-2	9	0
Cc1ccc(-n2c(=O)c3sccc3n(CC(=O)NC3CCCC3)c2=O)cc1	2	0	2	-1	0	-1.8	-16	0	-11	-5
CC(=O)c1ccc(Nc2cc(C)nc3ncnn23)cc1	1	-2	-3	-1	1	-1.2	-5	2	-13	-2
O=C(O)CC(SCC(=O)Nc1ccccc1)C(=O)O (configuration not stated)	-3	2	0	9	0	-2.9	-8	-5	3	13
Cc1cccc(NC(=O)COC(=O)CCc2c[nH]c3ccccc23)c1C	2	-4	-3	-3	-4	0.5	4	-2	2	5
C=CCNC(=O)CN1CCN(Cc2ccc3c(c2)OCO3)CC1	3	-2	-4	-2	6	0.8	3	8	2	4
C=CCn1c(SCC(=O)Nc2cc(NC(C)=O)ccc2OC)nnc1-c1cccnc1	1	-2	-2	-1	12	1.6	13	-3	1	-1
CCC(C(=O)OCC(=O)NCc1ccc2c(c1)OCO2)c1ccccc1 (configuration not stated)	-4	0	5	5	-4	-1.3	0	-4	6	5
CCN(CC)S(=O)(=O)c1cc(F)ccc1OC	-3	1	0	2	3	-1.0	-3	1	-3	2
CCN1C(=O)c2ccccc2S(=O)(=O)c2ccc(C(=O)NCC(OC)OC)cc21	-3	-4	3	-1	7	0.1	6	-7	4	1
COc1ccc(C(=O)CSc2nnc(C3CC3)n2N)cc1	1	1	0	3	-8	-0.5	5	-6	-9	0
Cc1cn2nc(N)c3ccccc3c2n1	-2	1	-2	1	-3	-1.0	4	-6	0	8
N#CCSc1nc2ccccc2c(=O)n1CCC(=O)NC1CCCCC1	-2	-3	1	-3	7	2.2	1	2	3	0
COc1cccc(-c2csc(N3CCN(C(=S)Nc4cccc(C)c4)CC3)n2)c1	-1	1	4	1	1	-0.6	-8	-6	-2	-16
Cc1nc(-c2cc(C#N)c(=O)[nH]c2C)cs1	3	-4	6	-4	-8	-0.1	-5	11	-4	1
CCOc1ccc(CNC(=O)C(C)n2nc(C)c3c(C)n(-c4ccccc4)nc3c2=O)cc1 (configuration not stated)	-1	-7	-3	2	6	0.1	11	-9	-5	-8
CCn1cc(/C=C/c2cc[n+](C)cc2)c2ccccc21	21	-412	179*	0	-5	-16	-20	-12	-6	-22
CS(=O)(=O)N1CCC(C(=O)NCc2ccc3c(c2)OCO3)CC1	-2	0	-1	-4	5	0.4	-3	6	-5	0
Cn1c(N)c(C(=O)NCc2ccccc2Cl)sc1=S	1	-1	-2	0	-7	-0.5	6	12	9	0
CC(C)C[C@H]1CN(CCCC[C@H]2CNC(=O)C(=O)N2CCC2CCCCC2)C(=O)C(=O)N1CC1CCCCC1	0	-1	-4	0	1	-1.8	1	6	-4	.
O=C(NCc1cccs1)c1csc([C@@H]2O[C@H](CO)[C@H](O)[C@H](O)[C@H]2O)n1	-6	2	-2	4	-7	1.2	-2	-3	5	.
COc1cccc(-c2nc(CS(=O)(=O)CC(=O)Nc3ccccc3Cl)c(C)o2)c1	-3	-1	-1	1	6	-2.0	6	1	-5	-5
COc1ccc(N2CC(C(=O)OCC(=O)Nc3ccccc3C)CC2=O)cc1 (configuration not stated)	-1	1	2	0	7	0.2	-6	8	4	6
Cc1ccccc1CNC(=O)C(=O)Nc1nccs1	-5	-2	-3	5	6	-0.1	14	-7	5	2
O=C(O)C1CC=CCC1C(=O)NC1CCCCC1 (configuration not stated)	1	1	2	-1	-6	0.3	1	2	5	-3

Of the compounds above, these contain a halogen:
SMILES	PRMT1 FP inh	rCAG RNA binder	NR1D1 modulator	LEDGF integ inh	TCR CD3 inh	PG9 binder	TDP2 absorb	ABHD4 inh	SIAE primary	HTRA1 inh
O=C(O)C1CCN(C(=O)COc2ccc(Br)cc2)CC1	-3	1	3	-1	5	0.8	12	-2	9	0
CCN(CC)S(=O)(=O)c1cc(F)ccc1OC	-3	1	0	2	3	-1.0	-3	1	-3	2
Cn1c(N)c(C(=O)NCc2ccccc2Cl)sc1=S	1	-1	-2	0	-7	-0.5	6	12	9	0
COc1cccc(-c2nc(CS(=O)(=O)CC(=O)Nc3ccccc3Cl)c(C)o2)c1	-3	-1	-1	1	6	-2.0	6	1	-5	-5

Laid out differently: 6 of the compounds above
Every second line gives: PRMT1 FP inh | rCAG RNA binder | NR1D1 modulator | LEDGF integ inh | TCR CD3 inh | PG9 binder | TDP2 absorb | ABHD4 inh | SIAE primary | HTRA1 inh
- C=CCn1c(SCC(=O)Nc2cc(NC(C)=O)ccc2OC)nnc1-c1cccnc1
    1 | -2 | -2 | -1 | 12 | 1.6 | 13 | -3 | 1 | -1
- C=CCNC(=O)CN1CCN(Cc2ccc3c(c2)OCO3)CC1
    3 | -2 | -4 | -2 | 6 | 0.8 | 3 | 8 | 2 | 4
- COc1ccc(C(=O)CSc2nnc(C3CC3)n2N)cc1
    1 | 1 | 0 | 3 | -8 | -0.5 | 5 | -6 | -9 | 0
- COc1ccc(N2CC(C(=O)OCC(=O)Nc3ccccc3C)CC2=O)cc1 (configuration not stated)
    -1 | 1 | 2 | 0 | 7 | 0.2 | -6 | 8 | 4 | 6
- CS(=O)(=O)N1CCC(C(=O)NCc2ccc3c(c2)OCO3)CC1
    -2 | 0 | -1 | -4 | 5 | 0.4 | -3 | 6 | -5 | 0
- CCN1C(=O)c2ccccc2S(=O)(=O)c2ccc(C(=O)NCC(OC)OC)cc21
    -3 | -4 | 3 | -1 | 7 | 0.1 | 6 | -7 | 4 | 1

An excerpt from above, limited to LEDGF integ inh.
Structure	LEDGF integ inh
COc1ccc(N2CC(C(=O)OCC(=O)Nc3ccccc3C)CC2=O)cc1 (configuration not stated)	0
Cc1ccccc1CNC(=O)C(=O)Nc1nccs1	5

Assay outcomes from PubChem.

A portion of the library, so the mix of outcomes need not match the whole.
